Bioassay records: PubChem BioAssay, several laboratories
RTF Ca sens act: cardiac RTF calcium sensitization; P19429+P45379; IANBD-labeled TnC RTF fluorescence at EC20 calcium; 0% EC20 calcium, 100% full calcium; activation, % at 7.2 µM; 340,000 compounds, 0.24% hits; AID 493008;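 active = activation above the mean over all tested compounds plus 3 SD, cut at about 30% in these data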;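 also: rise in fluorescence read as greater calcium sensitivity of cardiac thin filaments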
CDK5 p35 inh: blocks human CDK5/p35 kinase activity. Q00535+Q15078. 330,000 compounds, 0.01% hits. AID 488839. Recombinant CDK5/p35, ADP-Glo luminescence, 60 min. inhibition, % at 10 µM;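 active = highest replicate inhibition of at least 50% and at least 75% of replicates reaching 50%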;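 also: plate controls were DMSO neutral control for no effect and GW8510 at 10 µM for full effect; many of its hits are not listed in these tables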
Target sequence (Q00535 whole entry, looked up): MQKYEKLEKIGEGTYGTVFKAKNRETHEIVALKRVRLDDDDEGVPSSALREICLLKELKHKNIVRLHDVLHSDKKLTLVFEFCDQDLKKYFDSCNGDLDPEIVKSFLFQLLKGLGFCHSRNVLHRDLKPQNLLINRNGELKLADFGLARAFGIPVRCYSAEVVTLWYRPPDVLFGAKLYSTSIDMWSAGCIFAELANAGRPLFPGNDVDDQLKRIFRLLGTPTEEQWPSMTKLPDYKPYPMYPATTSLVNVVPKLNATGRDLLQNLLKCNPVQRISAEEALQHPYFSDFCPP
Target sequence (Q15078 whole entry, looked up): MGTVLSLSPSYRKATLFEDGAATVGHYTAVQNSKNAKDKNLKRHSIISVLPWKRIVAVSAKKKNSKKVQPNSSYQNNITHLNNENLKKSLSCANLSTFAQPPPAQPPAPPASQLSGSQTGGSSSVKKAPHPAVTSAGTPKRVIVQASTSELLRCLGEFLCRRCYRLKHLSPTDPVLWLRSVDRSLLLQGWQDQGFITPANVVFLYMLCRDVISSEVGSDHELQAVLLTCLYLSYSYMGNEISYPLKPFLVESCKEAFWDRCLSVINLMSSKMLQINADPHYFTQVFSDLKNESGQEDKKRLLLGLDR
dFosB activator: activators of mouse delta FosB homodimer. P13346. AID 493131. activation, % at 25 µM. purified delta FosB, TAMRA-CDK5 oligo fluorescence polarization; percent of positive-control signal above neutral wells. 340,000 compounds, 0.99% hits;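 active = mean activation above about 17%, with every replicate also reaching it, limit read from the data, passing the limit was not always enough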;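 also: fluorescence polarization rise as delta FosB binds a TAMRA Cdk5 AP-1 oligo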
Target sequence (P13346 whole entry, looked up): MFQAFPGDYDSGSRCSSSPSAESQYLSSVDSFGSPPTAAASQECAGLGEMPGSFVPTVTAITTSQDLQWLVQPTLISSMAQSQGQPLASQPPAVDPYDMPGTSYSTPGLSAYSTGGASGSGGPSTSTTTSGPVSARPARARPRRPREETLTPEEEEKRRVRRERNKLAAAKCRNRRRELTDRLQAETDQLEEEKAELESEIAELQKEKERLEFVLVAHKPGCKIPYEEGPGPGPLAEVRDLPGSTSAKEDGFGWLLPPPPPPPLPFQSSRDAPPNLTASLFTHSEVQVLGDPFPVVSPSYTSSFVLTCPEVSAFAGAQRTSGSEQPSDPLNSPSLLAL
PvdQ acylase: P. aeruginosa PvdQ acylase inhibition; purified PvdQ acylase, fluorescence plate reader; inhibition, % at 10 µM; 340,000 compounds, 0.063% hits; AID 488965; in the data active = inhibition above about 30%, passing the limit was not always enough;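 also: 0% = vehicle neutral wells and 100% = reference inhibitor wells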
SUMO Mot1 rescue: inhibitors of SUMOylation pathway: yeast Mot1-301 growth rescue; AID 2716; 320,000 compounds, 1% hits; growth rescue, % at 18.8 µM; S. cerevisiae Mot1-301 growth rescue, ATP luminescence, 38.5C; percent above DMSO median, 100 means doubled;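 active = every valid replicate shows activation above 250% relative to neutral control wells; inactive = the rest, any valid replicate at or below 250%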;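 also: OY570 slx delta 5 strain wells were the positive control but not used for scaling; some compounds called inactive have numbers as strong as hits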
LANA DNA inh: inhibitors of KSHV LANA C-terminal domain DNA binding; MBP-C-LANA/FAM-LBS DNA binding, fluorescence polarization; inhibition, % at 9 µM; 340,000 compounds, 0.078% hits; AID 504423;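 active = highest replicate inhibition at or above 60% at 9 µM, even if other replicates fall short; inactive = all replicates below 60% inhibition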;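 also: 0% = neutral control wells and 100% = 4 µM acridine orange control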
Rtt109 Vps75: blocks Candida albicans Rtt109/Vps75 acetyltransferase activity; Q5AAJ8; purified Rtt109/Vps75, ThioGlo CoA-SH fluorescence, 4 h; inhibition, % at 34.9 µM; 330,000 compounds, 0.16% hits;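 active = inhibition of at least 50% in every replicate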
Cardiac RTF inh: cardiac RTF calcium desensitization; P19429+P45379; IANBD-labeled cardiac RTF, Ca2+ fluorescence; inhibition, % at 7.15 µM; 340,000 compounds, 0.12% hits; AID 493244;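 active = inhibition above the mean inhibition of all tested compounds plus 3 SD, cut at about 17% in these data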;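 also: assay run at fixed EC70 calcium of 1.6 mM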
PfHsp90 yeast 2: reduces growth (ATP signal) of yeast expressing P. falciparum Hsp90; 310,000 compounds, 0.32% hits; S. cerevisiae expressing PfHsp90, BacTiter-Glo ATP, 48 h; yeast lacking PDR1 and PDR3 efflux regulators; inhibition, % at 9.4 µM;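 active = every replicate shows inhibition above about 80%, whatever the replicate mean, limit read from the data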;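 also: 0% = DMSO neutral controls and 100% = 20 µM radicicol positive controls; yeast relying on Plasmodium falciparum Hsp90 in place of its own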
Keap1-Nrf2 PPI: disrupts human Keap1 binding to Nrf2 peptide | Q14145 | AID 504523 | inhibition, % at 9.4 µM | 340,000 compounds, 0.15% hits | Keap1 Kelch-Nrf2 peptide fluorescence polarization, 1536-well; in the data active = inhibition above about 12%;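 also: human Keap1 Kelch domain with fluorescein labeled Nrf2 9mer peptide probe; 0% = neutral control wells and 100% = peptide positive control; higher means more block of Keap1 binding to Nrf2 peptide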
NSD2 HMT inh: blocks human histone methyltransferase NSD2. O96028. NSD2 peptide methylation, AlphaScreen, 120 min. inhibition, % at 12.5 µM. 310,000 compounds, 0.54% hits. AID 743445; in the data active = inhibition above about 50%
* = called active by the depositor; · = no result given. The list is partial; count on the stated rates, not on these rows.

Each structure is followed by: NSD2 HMT inh | CDK5 p35 inh | PfHsp90 yeast 2 | LANA DNA inh | Rtt109 Vps75 | dFosB activator | RTF Ca sens act | PvdQ acylase | Cardiac RTF inh | Keap1-Nrf2 PPI | SUMO Mot1 rescue
Fc1ccc(CN2CCN(c3ccc(Cl)cc3)CC2)cc1
    2 | -0.8 | 4 | 1.5 | -5 | -1 | -4 | -3 | -3 | 1 | -1
CCCCCCCn1c(=O)c(C(=O)Nc2cnccn2)c(O)c2ccccc21
    -2 | 1.3 | 30 | -0.4 | -9 | -13 | 0 | -15 | -7 | -7 | -5
CN1C(=O)C(=Cc2cn(CC(=O)N3CCCCC3)c3ccccc23)C(=O)N(C)C1=O
    34 | -3.7 | 20 | 3.6 | 2 | -2 | -5 | -10 | 2 | 4 | 6
CCCc1[nH]nc2c1C1(C(=O)N(Cc3ccccc3)c3ccccc31)C(C(=O)OC)=C(N)O2 (stereo unspecified)
    5 | -2.0 | · | -0.1 | 2 | -10 | 4 | -15 | -7 | -4 | 1
CN(C)S(=O)(=O)c1cc(NC(=O)COC(=O)Cc2ccccc2)ccc1Cl
    2 | -1.2 | 22 | 0.4 | 10 | -9 | 4 | 7 | 11 | -6 | -9
COc1ccc(OCC(=O)Nc2ccc(Cl)cc2C(=O)c2ccccc2)cc1
    -1 | -0.1 | 0 | 0.4 | 29 | -8 | -5 | 10 | -9 | -3 | 8
C#CC1(OC(=O)c2ccccc2)CC(C)N(C)CC1C (stereo unspecified)
    0 | -0.3 | 19 | -1.2 | -14 | -8 | 8 | -6 | -4 | -2 | -4
CC(C)N1CCN(c2ccc(O)cc2)CC1
    1 | 0.5 | 20 | 0.8 | 1 | -4 | 2 | -15 | 1 | 2 | -4
CCC(=O)N1CC(=O)Nc2ccc(Br)cc2C1c1ccccc1 (stereo unspecified)
    -2 | -1.4 | 5 | -0.5 | · | 2 | -3 | 3 | -9 | 0 | -5
O=c1[nH]c(=S)n(Cc2ccc(F)cc2)c(O)c1/C=N/N1CCCCC1
    -1 | -0.8 | -16 | -0.3 | -3 | -8 | 0 | 2 | 6 | -2 | -6
COc1nc2ccccc2c(=O)n1-c1ccc(Cl)cc1
    -3 | -0.6 | 5 | 1.6 | 0 | -6 | 3 | -12 | 0 | -3 | -18
Cc1ccc(NC(=O)c2cn(CCC#N)nc2-c2ccc3c(c2)OCCO3)c([N+](=O)[O-])c1
    0 | -1.7 | 4 | -0.9 | -1 | -4 | 1 | -11 | 16 | 2 | -5
CC1CC(OC(=O)c2ccccc2)CC(C)N1C (stereo unspecified)
    -1 | -0.1 | 17 | 0.2 | -7 | -2 | 2 | -10 | -3 | 1 | 10
O=c1c2ccccc2nc(-c2cccs2)n1-c1cnccn1
    -2 | 0.8 | 9 | 1.6 | 0 | -7 | -8 | -10 | -16 | 0 | 1
CN1OCC2Cn3c(nc4ccccc43)C21 (stereo unspecified)
    · | -1.1 | -21 | -1.3 | 8 | 3 | 9 | 1 | -5 | -3 | 234
O=C(COc1ccc2ccccc2c1)N1CCN(C2CCN(Cc3ccccc3)CC2)CC1
    -2 | -2.8 | 14 | -1.0 | 3 | -8 | -2 | -12 | 3 | -3 | 106
Clc1cnc(Oc2ccc(Oc3ncc(Cl)cc3Cl)cc2)c(Cl)c1
    0 | -2.6 | -2 | -1.8 | 16 | 2 | 7 | -7 | -1 | 1 | 623*
Cc1[nH]n(-c2ccccc2)c(=O)c1C(c1ccc([N+](=O)[O-])cc1)c1c(C)[nH]n(-c2ccccc2)c1=O
    19 | -0.5 | 24 | -1.4 | 17 | -8 | -6 | -8 | 2 | -15 | -22
Cc1oc(-c2ccccc2Cl)nc1CN1C(=O)CN=C(c2ccccc2)c2ccccc21
    · | -1.1 | -21 | 0.3 | 12 | -4 | -2 | -7 | -6 | -5 | -19
CCCCOC(=O)c1ccccc1C(=O)OCCCC
    -3 | 1.0 | · | 0.6 | -3 | 7 | 2 | -7 | 1 | 1 | -15
Cc1ccc(CN2CC3CC(C2)c2cccc(=O)n2C3)cc1 (stereo unspecified)
    -3 | -0.6 | -42 | 2.0 | 11 | -2 | 2 | -8 | 0 | 2 | 7
CCCCc1ccc(C(=O)O)nc1
    · | 0.0 | 8 | 67* | -2 | 4 | 1 | -4 | -3 | 66* | -8
Cc1sc2ccccc2c1CC1=NCCN1
    · | 1.5 | -12 | -0.3 | 6 | -5 | 3 | 4 | 9 | -1 | -4
CCOC(=O)c1cccc(NC(=O)c2c(O)[nH]c(=O)[nH]c2=O)c1
    · | 0.0 | 14 | -1.3 | 1 | -6 | -3 | -17 | -10 | -4 | -6
C=C1C(=O)OC2CC3(C)OC3CCC(C)=CC(OC(C)=O)C12 (stereo unspecified)
    -2 | 1.9 | -26 | 0.7 | -2 | 10 | 3 | -20 | -5 | -35 | ·
Cc1sc2ncn(CC(=O)NCCCC(=O)N3CCC4(CC3)OCCO4)c(=O)c2c1C
    · | -1.3 | 3 | -0.4 | -1 | -8 | -1 | -3 | -14 | -1 | -5
C[C@]12CCC(=O)C[C@@H]1CC[C@@H]1[C@@H]2CC[C@]2(C)[C@@H](O)CC[C@@H]12
    · | -0.2 | · | -1.8 | 2 | -6 | -5 | -9 | 0 | -3 | ·
CCc1ccccc1N1C(=O)/C(=C/c2ccc(N3CCN(C)CC3)o2)C(=O)NC1=S
    1 | -3.9 | 7 | -21 | -2 | -7 | 65* | -15 | -41 | -99 | -3
CCC(C(=O)N1CCC2(CC1)OCCO2)n1c2ccccc2c2nc(=O)cc(C)n21 (stereo unspecified)
    7 | 2.9 | 7 | 0.0 | -2 | -4 | -4 | 3 | -3 | -4 | 2
N#Cc1c(Br)n(C2OC(CO)C(O)C2O)c2ncnc(N)c12 (stereo unspecified)
    2 | 14 | 0 | 1.6 | 0 | -4 | 1 | -18 | 0 | -3 | ·

Single records, from the list above. Order of values: NSD2 HMT inh | CDK5 p35 inh | PfHsp90 yeast 2 | LANA DNA inh | Rtt109 Vps75 | dFosB activator | RTF Ca sens act | PvdQ acylase | Cardiac RTF inh | Keap1-Nrf2 PPI | SUMO Mot1 rescue
CCc1ccccc1N1C(=O)/C(=C/c2ccc(N3CCN(C)CC3)o2)C(=O)NC1=S is listed with 1 | -3.9 | 7 | -21 | -2 | -7 | 65* | -15 | -41 | -99 | -3
Cc1sc2ccccc2c1CC1=NCCN1 is listed with · | 1.5 | -12 | -0.3 | 6 | -5 | 3 | 4 | 9 | -1 | -4
C[C@]12CCC(=O)C[C@@H]1CC[C@@H]1[C@@H]2CC[C@]2(C)[C@@H](O)CC[C@@H]12 is listed with · | -0.2 | · | -1.8 | 2 | -6 | -5 | -9 | 0 | -3 | ·
CCCCc1ccc(C(=O)O)nc1 is listed with · | 0.0 | 8 | 67* | -2 | 4 | 1 | -4 | -3 | 66* | -8
N#Cc1c(Br)n(C2OC(CO)C(O)C2O)c2ncnc(N)c12 (stereo unspecified) is listed with 2 | 14 | 0 | 1.6 | 0 | -4 | 1 | -18 | 0 | -3 | ·

Three structures from above, ordered by length of the SMILES, largest number first.
Each structure is followed by: NSD2 HMT inh | CDK5 p35 inh | PfHsp90 yeast 2 | LANA DNA inh | Rtt109 Vps75 | dFosB activator | RTF Ca sens act | PvdQ acylase | Cardiac RTF inh | Keap1-Nrf2 PPI | SUMO Mot1 rescue
COc1nc2ccccc2c(=O)n1-c1ccc(Cl)cc1
    -3 | -0.6 | 5 | 1.6 | 0 | -6 | 3 | -12 | 0 | -3 | -18
Cc1sc2ccccc2c1CC1=NCCN1
    · | 1.5 | -12 | -0.3 | 6 | -5 | 3 | 4 | 9 | -1 | -4
CCCCc1ccc(C(=O)O)nc1
    · | 0.0 | 8 | 67* | -2 | 4 | 1 | -4 | -3 | 66* | -8

Other entries follow:
Each structure is followed by: NSD2 HMT inh | CDK5 p35 inh | PfHsp90 yeast 2 | LANA DNA inh | Rtt109 Vps75 | dFosB activator | RTF Ca sens act | PvdQ acylase | Cardiac RTF inh | Keap1-Nrf2 PPI | SUMO Mot1 rescue
C[C@@H]1O[C@@H](O[C@H]2C[C@@H](O)[C@]3(CO)[C@@H]4C(CC[C@]3(O)C2)[C@@]2(O)CC[C@H](C3COC(=O)C3)[C@@]2(C)C[C@H]4O)[C@H](O)[C@H](O)[C@H]1O (stereo partly specified)
    · | 0.5 | -10 | -1.2 | 8 | 7 | 3 | 1 | 14 | -2 | -1
O=C(c1cccc(C(F)(F)F)c1)N1C[C@H]2C[C@@H](C1)c1cccc(=O)n1C2
    · | -2.4 | -12 | -1.0 | 4 | -1 | 0 | -1 | -8 | 0 | -1
CNC(=O)N(C)c1ccc(C(O)(C(=O)OC)C(F)(F)F)cc1 (stereo unspecified)
    -3 | 3.8 | -8 | 0.4 | 2 | -8 | 2 | -10 | -5 | 0 | 14
CC(C)OP(=O)(Oc1ccc(C(O)C(Cl)(Cl)Cl)cc1)OC(C)C (stereo unspecified)
    -1 | 3.2 | 2 | -1.0 | -7 | -11 | 0 | -6 | -5 | -1 | 1
COc1nc2ccccc2nc1N1CCN(C)CC1
    -4 | 0.3 | -8 | 0.0 | -2 | 1 | 1 | -12 | -6 | -2 | 471
Cc1cc(/C=C2\C(=O)NC(=O)N(C)C2=O)c(C)n1-c1ccc2c(c1)OCO2
    -8 | 0.6 | 26 | 0.4 | 0 | 1 | 0 | -19 | -12 | -6 | -10
O=P(CCl)(Nc1ccccc1)C(Cl)(Cl)Cl (stereo unspecified)
    -1 | 2.0 | -8 | 0.5 | 3 | 0 | -1 | 8 | 6 | -1 | -3
Cc1cc(N2CCOCC2)nc2ccc(NC(=O)CCC(=O)N3CCC4(CC3)OCCO4)cc12
    0 | 0.2 | -3 | -2.2 | -9 | 0 | -5 | -3 | -2 | -4 | ·
Cn1cccc1CNCCc1ccccc1F
    4 | 0.0 | 3 | 1.5 | 5 | 3 | 3 | 3 | -1 | 2 | 12
O=c1c2ccccc2nc(-c2ccoc2)n1-c1ccccc1Cl
    9 | 2.6 | 0 | 0.5 | -6 | -6 | -5 | -6 | 3 | 1 | -6
Cc1cc(-c2ccccc2)cc(C)[n+]1Cc1ccccc1
    · | 1.7 | -5 | 1.8 | -2 | 1 | 10 | -7 | -7 | 0 | -31
CC(=NCc1ccc2c(c1)OCO2)c1c(O)n(-c2ccc(C)cc2)c(=O)[nH]c1=O
    -3 | -0.4 | -5 | -0.1 | -2 | 7 | -3 | -3 | -4 | 1 | -10
COc1ccc(-c2cc(=Nc3cccc(C(=O)O)c3)c3cc(C)ccc3o2)cc1
    7 | -0.1 | -15 | 3.1 | -2 | -48 | -10 | -1 | -4 | -4 | -12
COC(=O)C1=CO[C@@H](C)[C@@H]2CN(CCc3c[nH]c4ccccc34)CC[C@H]12
    · | 1.7 | 16 | 0.1 | -2 | 5 | -3 | 15 | 3 | -2 | 17
CCOc1cc2c(cc1OCC)-n1cccc1C(c1cccc(F)c1F)NC2 (stereo unspecified)
    3 | -1.2 | -9 | -4.7 | -4 | -7 | -2 | -18 | -8 | 0 | 2
